aDG glyco up: increases alpha dystroglycan glycosylation. Pro5-aDG cells, alpha-DG glycosylation AlphaScreen (IIH6); 0% Pro5, 100% B10-LARGE cell signal. activation, % at 10 µM. 0.22% of 360,000 active. AID 624168;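 active = activation of at least 8% versus controls, or a plate z-score of at least 8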;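 note: Pro5 are CHO cells carrying HIG-tagged alpha-DG that lacks glycosylation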
MC4R ag barr: agonists of human melanocortin 4 receptor (MC4R) beta-arrestin; P32245; U2OS MC4R beta-arrestin complementation, luminescence; percent of melanotan II response, DMSO zero; activation, % at 8.9 µM; 0.98% of 360,000 active; AID 540308;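 active = activation above a per-plate cutoff, the mean activation of sample wells on that plate plus 3 SD, cut at about 8% in these data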
Target sequence (P32245 whole entry, looked up): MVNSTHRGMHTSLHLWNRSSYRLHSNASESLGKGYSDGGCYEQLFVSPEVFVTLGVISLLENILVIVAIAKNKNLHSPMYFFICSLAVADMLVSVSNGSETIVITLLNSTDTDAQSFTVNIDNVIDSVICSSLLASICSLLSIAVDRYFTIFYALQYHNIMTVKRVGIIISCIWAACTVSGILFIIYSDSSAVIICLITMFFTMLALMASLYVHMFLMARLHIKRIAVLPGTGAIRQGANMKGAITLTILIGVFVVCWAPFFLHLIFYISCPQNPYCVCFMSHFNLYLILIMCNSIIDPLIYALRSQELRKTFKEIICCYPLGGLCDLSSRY
MC4R antagonist: antagonists of human melanocortin 4 receptor (MC4R); 0.48% of 360,000 active; P32245; MC4R-expressing cells, MTII-stimulated cAMP, LANCE TR-FRET; inhibition, % at 6.5 µM;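 active = inhibition above its plate's cutoff, the mean of tested wells on that plate plus 3 SD, cut at about 29% in these data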;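 note: 0% = Melanotan II alone and 100% = Melanotan II plus saturating MCL0020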
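Test system: U2OS cells stably expressing human melanocortin 4 receptor (MC4R); also added: Melanotan II challenge; compound: 6.5 µM single dose; timing: 30-min compound preincubation, 1-h Melanotan II challenge, 1-h detection, room temperature; signal: Eu-cAMP/anti-cAMP TR-FRET, emission 671 nm; repeats: one well per compound, no replicates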
Vif inh: blocks HIV Vif function; AID 602346; inhibition, % at 7.49 µM; 0.35% of 340,000 active; HEK293T cells, Vif self-association by quenched fluorescence, imaging, 24 h; in the data active = inhibition above about 50%, passing the limit was not always enough; note: some results filed as inactive read as strong as hits
Exocytosis inh: blocks lytic granule exocytosis; TALL-104 LAMP-1 surface exposure, flow cytometry; cells stimulated with thapsigargin and PMA; inhibition, % at 10 µM; 0.66% of 360,000 active; AID 651702;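 active = inhibition above about 55%, limit read from the data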
NOD2 RIPK2 PPI: NOD2-RIPK2 protein interaction inhibition; O43353; CHO BLA complementation NOD2-RIPK2, CCF4 ratio; inhibition, % at 4.98 µM; 0.38% of 360,000 active; AID 624267; in the data active = inhibition above about 21%;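 note: 0% = vehicle only and 100% = reference blocker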
Target sequence (O43353 whole entry, looked up): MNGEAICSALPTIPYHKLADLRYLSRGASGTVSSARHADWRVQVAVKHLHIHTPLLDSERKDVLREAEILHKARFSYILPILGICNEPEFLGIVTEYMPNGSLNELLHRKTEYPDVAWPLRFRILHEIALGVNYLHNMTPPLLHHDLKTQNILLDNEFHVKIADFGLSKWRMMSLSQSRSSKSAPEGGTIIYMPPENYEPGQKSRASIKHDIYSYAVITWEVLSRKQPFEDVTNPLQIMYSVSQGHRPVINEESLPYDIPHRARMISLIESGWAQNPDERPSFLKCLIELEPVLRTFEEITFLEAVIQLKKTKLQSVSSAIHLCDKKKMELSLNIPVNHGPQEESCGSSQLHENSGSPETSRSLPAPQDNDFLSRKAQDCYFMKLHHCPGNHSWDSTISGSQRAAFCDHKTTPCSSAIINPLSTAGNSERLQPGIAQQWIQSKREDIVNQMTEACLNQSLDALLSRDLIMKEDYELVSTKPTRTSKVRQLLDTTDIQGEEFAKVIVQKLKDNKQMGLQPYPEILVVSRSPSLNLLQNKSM
TLR9-MyD88 block: TLR9-MyD88 interaction inhibition; CHO BLA complementation TLR9-MyD88, CCF4 FRET ratio; inhibition, % at 4.98 µM; 0.21% of 340,000 active;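 active = inhibition above the mean over all tested compounds plus 3 SD, cut at about 21% in these data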;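 note: 0% = DMSO only wells and 100% = clavulanate BLA inhibitor control wells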
ABCB6 inh MLPCN: blocks the human ABCB6 transporter. Q9NP58. AID 602162. 0.19% of 360,000 active. fluorescence ratio to DMSO, % at 10 µM. K562-ABCB6 porphyrin accumulation, flow cytometry, 1 h; stronger effect = lower value;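 active = fluorescence ratio to DMSO below 75%, the collection mean minus 3 SD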;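 note: signal is porphyrin accumulated inside mitochondria; 100% equals median channel fluorescence of DMSO control wells; lower ratio means ABCB6 inhibition with less porphyrin fluorescence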
Glyco luc inh: blocks N-linked glycosylation in D54 reporter cells | D54 ERlucT glycosylation luciferase reporter, 24 h; percent of 100 nM tunicamycin response | reporter increase, % at 12.5 µM | 0.23% of 360,000 active | AID 588692;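 active = mean luciferase reporter signal, scaled so untreated is 0 and the glycosylation-blocking control 100, at or above a set limit in every replicate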;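 note: luciferase carries N-glycosylation sites so blocking glycosylation raises the light; 0% = median of neutral control wells and 100% = median of 100 nM tunicamycin wells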
ABHD5-PLIN5 inh: inhibitors of human ABHD5-perilipin-5 interaction; Q00G26+Q8WTS1; Split G. princeps luciferase complementation, luminescence, 4 h; inhibition, % at 4 µM; 0.78% of 360,000 active;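 active = inhibition above the mean inhibition across every tested compound plus 3 SD, cut at about 22% in these data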;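 note: 0% = DMSO only wells and the 100% control is not disclosed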
Numbers without * were called inactive; · = not tested or not shown.

1	COc1c(OC)c(O)c2c(=O)c(O)c(-c3ccccc3)oc2c1OC
2	O=C(NCCS(=O)(=O)c1ccc(Br)cc1)c1ccc(F)cc1
3	Cc1nn(C)cc1/C=N/NC(=O)CSc1ccccn1
4	COc1ccc(OCc2cc(C(=O)NC3CCOC(C)(C)C3)no2)c2ccccc12 (configuration not stated)
5	CCSCc1nnc(SCC(=O)Nc2cccc(C(C)=O)c2)n1C
6	CCOC(=O)c1ccc(NC(=O)NCc2ccncc2)cc1
Screen / compound no. | 1 | 2 | 3 | 4 | 5 | 6
aDG glyco up | -0.3 | -0.2 | 0.0 | 0.7 | -0.1 | -0.2
MC4R ag barr | 5.5 | -0.1 | -0.8 | 0.8 | -1.8 | -2.0
MC4R antagonist | 19 | 7 | 7 | -3 | 6 | 5
Vif inh | -6 | 6 | 0 | -5 | 5 | 5
Exocytosis inh | -1 | 0 | -4 | 4 | 0 | -2
NOD2 RIPK2 PPI | 1 | -8 | 3 | -3 | -2 | 1
TLR9-MyD88 block | -8 | -5 | -12 | 8 | 12 | -8
ABCB6 inh MLPCN | 97 | 99 | 97 | 107 | 90 | 94
Glyco luc inh | 3 | -2 | 3 | 1 | 1 | 0
ABHD5-PLIN5 inh | -11 | -2 | -3 | 5 | 0 | -5

7	O=C(NCc1cccnc1)C1CC(c2ccc(F)cc2)=NO1 (configuration not stated)
8	CC(C)/C=C1\CCCCC1N(C)C(=O)NC(C)C (configuration not stated)
9	CSCCC(NC(=O)c1cc(C)oc1C)C(=O)O (configuration not stated)
10	COC(=O)[C@H](Cc1ccccc1)NC(=O)Cn1cnc2c(NCc3ccccc3)ncnc21
11	NC(=O)c1c(NC(=O)C2CCCO2)sc2c1CCC2 (configuration not stated)
12	COc1ccccc1C(=O)Nc1ccc(-c2nnc(SCC(=O)O)n2C)cc1
Screen / compound no. | 7 | 8 | 9 | 10 | 11 | 12
aDG glyco up | 0.1 | -0.1 | -0.2 | -0.1 | -0.1 | -0.2
MC4R ag barr | -1.6 | 0.0 | -0.7 | 0.7 | -2.8 | 2.0
MC4R antagonist | -2 | 5 | 0 | -3 | 4 | 15
Vif inh | 4 | 6 | -12 | -3 | · | 1
Exocytosis inh | -2 | -1 | 10 | 4 | -1 | -2
NOD2 RIPK2 PPI | -17 | 2 | -14 | -3 | 5 | -4
TLR9-MyD88 block | -10 | -3 | -4 | -4 | -4 | 2
ABCB6 inh MLPCN | 102 | 109 | 94 | 96 | 105 | 98
Glyco luc inh | 1 | -1 | 3 | 0 | 3 | -1
ABHD5-PLIN5 inh | 6 | 2 | 1 | -2 | -6 | 8

13	COc1ccc(C(O)c2nc(-c3cccc(F)c3)cs2)cc1 (configuration not stated)
14	COC(=O)Nc1nnc(/C=C/c2ccc(OC)cc2)s1
15	O=C(CNC(=O)c1ccccc1)NCCc1ccc(O)c(O)c1
16	CCN(CC(=O)Nc1c(F)cccc1F)C(=O)CCNC(=O)c1ccc([N+](=O)[O-])cc1
17	CCOc1ccccc1-n1c(SCC(N)=O)nnc1-c1ccccc1
18	COc1cc(Cl)c(C)cc1NC(=O)CNC(C)c1ccccc1OC (configuration not stated)
Screen / compound no. | 13 | 14 | 15 | 16 | 17 | 18
aDG glyco up | 0.3 | 0.0 | 0.1 | 0.0 | -0.1 | 0.8
MC4R ag barr | 2.5 | -0.3 | -2.4 | -2.6 | -2.7 | 0.0
MC4R antagonist | -5 | 0 | 7 | 1 | -3 | 1
Vif inh | · | -2 | 6 | -1 | -2 | 1
Exocytosis inh | 0 | 0 | 0 | -7 | -3 | 5
NOD2 RIPK2 PPI | -7 | 2 | -7 | 1 | 0 | -10
TLR9-MyD88 block | · | -2 | 2 | 1 | 3 | -3
ABCB6 inh MLPCN | 99 | 96 | 98 | 99 | 95 | 99
Glyco luc inh | -1 | 0 | 2 | -1 | -1 | -3
ABHD5-PLIN5 inh | 8 | -1 | 0 | 4 | 10 | -2

Random excerpt: 2 records from the list.
5	CCSCc1nnc(SCC(=O)Nc2cccc(C(C)=O)c2)n1C
1	COc1c(OC)c(O)c2c(=O)c(O)c(-c3ccccc3)oc2c1OC
Screen / compound no. | 5 | 1
aDG glyco up | -0.1 | -0.3
MC4R ag barr | -1.8 | 5.5
MC4R antagonist | 6 | 19
Vif inh | 5 | -6
Exocytosis inh | 0 | -1
NOD2 RIPK2 PPI | -2 | 1
TLR9-MyD88 block | 12 | -8
ABCB6 inh MLPCN | 90 | 97
Glyco luc inh | 1 | 3
ABHD5-PLIN5 inh | 0 | -11

(more compounds)
19	COc1ccc(C(=O)OCC(=O)Nc2cc(C)on2)c(OC)c1OC
20	COc1ccc(CCNC(=S)NC(=O)c2c(-c3ccccc3Cl)noc2C)cc1OC
21	CCCNc1c(NS(=O)(=O)c2c(F)c(F)c(F)c(F)c2F)c(=O)oc2ccccc12
22	COC(=O)c1[nH]c2ccc(F)cc2c1NC(=O)CCN1CCN(Cc2ccc3c(c2)OCO3)CC1
23	CCOc1ccc(N=Nc2ccc(O)c3ncccc23)cc1
24	CCOC(=O)c1cccc(P(C)(C)=O)c1
Screen / compound no. | 19 | 20 | 21 | 22 | 23 | 24
aDG glyco up | 0.0 | 0.1 | 0.2 | 0.0 | -0.3 | -0.2
MC4R ag barr | -0.9 | 2.4 | -0.9 | 0.1 | -1.3 | -0.6
MC4R antagonist | -1 | 20 | 3 | -4 | 0 | 1
Vif inh | 4 | -2 | 0 | -4 | 7 | 0
Exocytosis inh | -1 | 11 | 0 | 5 | 1 | 0
NOD2 RIPK2 PPI | -1 | -1 | -3 | 10 | -2 | 6
TLR9-MyD88 block | -2 | · | -4 | 0 | 0 | 4
ABCB6 inh MLPCN | 93 | 100 | 105 | 101 | 98 | 96
Glyco luc inh | 3 | -6 | 2 | -1 | -1 | 2
ABHD5-PLIN5 inh | -4 | -2 | 1 | -2 | 3 | 3

A few values from the entries so far.
entry 18 @ ABHD5-PLIN5 inh = -2
entry 11 @ MC4R antagonist = 4
entry 7 @ Exocytosis inh = -2
entry 15 @ Vif inh = 6

Later entries:
25	O=C(O)C1CC=C(Cl)CC1C(=O)NC1CCCCC1 (configuration not stated)
26	COc1cc(/C=C2\OC(=O)c3c(OC)cccc32)ccc1O
27	CC1(Cc2ccc(OC(F)(F)F)cc2)C(=O)Nc2c(Cl)ccc(Cl)c21 (configuration not stated)
28	CN(C)C(N)=NCCC[C@H](N)C(=O)O
29	CC(C)(C)NC(=O)CCc1nnc(Cc2c[nH]c3ccccc23)o1
30	CC(C)c1ccc(-c2nnc(N)s2)cc1
Screen / compound no. | 25 | 26 | 27 | 28 | 29 | 30
aDG glyco up | 0.0 | -0.4 | 0.0 | 0.1 | -0.4 | 0.0
MC4R ag barr | -1.0 | -0.4 | 2.0 | -2.1 | 2.5 | 1.6
MC4R antagonist | 2 | -7 | 14 | 10 | -7 | 6
Vif inh | 2 | -6 | · | 5 | -3 | -4
Exocytosis inh | -1 | -4 | 3 | -4 | -3 | 4
NOD2 RIPK2 PPI | -6 | 5 | 8 | -6 | -5 | 11
TLR9-MyD88 block | 1 | 7 | · | 10 | 8 | -3
ABCB6 inh MLPCN | 97 | 99 | 99 | 96 | 97 | 102
Glyco luc inh | -1 | 1 | -1 | 1 | -1 | -1
ABHD5-PLIN5 inh | 1 | -4 | -9 | 5 | 12 | -3

31	Cc1ccc(C(=O)CCS(=O)(=O)c2ccc(Cl)cc2)cc1
32	O=C(Cc1ccccc1)NC(c1ccco1)c1c(O)ccc2ccccc12 (configuration not stated)
33	CCOC(=O)c1[nH]c2ccccc2c1NC(=O)CCN1CCN(C(=O)OCC)CC1
34	CCOC(=O)C1(Cc2cccc(OC)c2)CCCN(CCO)C1 (configuration not stated)
35	COc1ccc(C2/C=C\CN(C(=O)NC(C)C)CC(=O)N2Cc2ccc(F)cc2)cc1 (configuration not stated)
36	CCOC(=O)N1CCN(CC(O)COC(CC)c2ccccc2)CC1 (configuration not stated)
Screen / compound no. | 31 | 32 | 33 | 34 | 35 | 36
aDG glyco up | 0.2 | -0.1 | -0.2 | -0.2 | 0.0 | 0.7
MC4R ag barr | -4.5 | 0.3 | -1.5 | -2.1 | -0.4 | -2.0
MC4R antagonist | 5 | 2 | 7 | 6 | 5 | 12
Vif inh | -1 | 14 | 2 | 0 | · | 7
Exocytosis inh | 35 | -1 | -4 | -4 | -1 | 2
NOD2 RIPK2 PPI | -5 | 2 | -8 | -4 | 0 | -9
TLR9-MyD88 block | -8 | 5 | 0 | -1 | -2 | -11
ABCB6 inh MLPCN | 103 | 103 | 92 | 98 | 103 | 103
Glyco luc inh | 1 | -1 | 3 | 0 | -2 | 0
ABHD5-PLIN5 inh | 1 | 0 | -1 | 10 | 2 | -1

Entries of single compounds, quoted from the list. Values in the order: aDG glyco up, MC4R ag barr, MC4R antagonist, Vif inh, Exocytosis inh, NOD2 RIPK2 PPI, TLR9-MyD88 block, ABCB6 inh MLPCN, Glyco luc inh, ABHD5-PLIN5 inh
`O=C(CNC(=O)c1ccccc1)NCCc1ccc(O)c(O)c1` is listed as 0.1, -2.4, 7, 6, 0, -7, 2, 98, 2, 0
`COC(=O)Nc1nnc(/C=C/c2ccc(OC)cc2)s1` is listed as 0.0, -0.3, 0, -2, 0, 2, -2, 96, 0, -1
`CC(C)c1ccc(-c2nnc(N)s2)cc1` is listed as 0.0, 1.6, 6, -4, 4, 11, -3, 102, -1, -3
`COc1ccc(OCc2cc(C(=O)NC3CCOC(C)(C)C3)no2)c2ccccc12` (configuration not stated) is listed as 0.7, 0.8, -3, -5, 4, -3, 8, 107, 1, 5

Further records
37	COCCN(CCOC)c1ncc(Cl)c(C(=O)c2c(C)cc3ccccn23)n1
38	NC1=NC(=O)/C(=C\c2cccs2)S1
39	CCN(C(=O)CSc1nc2ccccc2[nH]1)C1CCS(=O)(=O)C1 (configuration not stated)
40	O=C(NC1CCN(Cc2ccccc2)CC1)c1ccccc1F
41	CCCN(CC(=O)Nc1ccccc1OC)C(=O)c1ccc(S(=O)(=O)Nc2ccccc2)cc1
42	Cc1ccc(NC(=O)CSc2nnc(C)n2C2CC2)cc1S(=O)(=O)N1CCOCC1
43	COc1cc(/C=N/NC(=O)Nc2ccccc2)ccc1OC(C)=O
Screen / compound no. | 37 | 38 | 39 | 40 | 41 | 42 | 43
aDG glyco up | 0.3 | 0.5 | -0.2 | -0.2 | 0.0 | 0.5 | 0.2
MC4R ag barr | -0.6 | 2.7 | -1.7 | -1.5 | -0.2 | 1.1 | -0.3
MC4R antagonist | -3 | -19 | -3 | 4 | 10 | 14 | 16
Vif inh | -1 | -1 | 4 | · | 2 | 1 | -1
Exocytosis inh | -6 | -2 | -1 | 0 | 0 | -6 | 11
NOD2 RIPK2 PPI | -6 | -1 | 2 | -2 | 0 | -8 | 5
TLR9-MyD88 block | -1 | -2 | -2 | -1 | -2 | 1 | -9
ABCB6 inh MLPCN | 98 | 92 | 96 | 98 | 103 | 106 | 103
Glyco luc inh | 0 | 2 | 1 | 0 | 0 | -1 | -1
ABHD5-PLIN5 inh | 6 | 0 | 2 | 3 | -2 | -15 | -1

Bioassay records: PubChem, several laboratories

This is a subset, so the mix of outcomes need not match the whole.
